Salmonella PhoP GFP = PhoP regulon inhibitors, Salmonella typhi PhoP promoter GFP reporter, confirmatory (AID 1850) | Salmonella Typhi PhoP-promoter GFP reporter, fluorescence, 4 h; higher % means a stronger effect | inhibition, % at 50 µM; hits with a dose series show IC50 in µM | 310,000 compounds, 0.33% hits; in the data active means a potency from the dose series; inconclusive means inhibition mostly from about 25% at the one dose, without a potency; inactive means the rest, 99 in 100 with inhibition below about 19%;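 further: 0% = induced wells with vehicle and 100% = uninduced wells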
VEEV TC-83 Vero = inhibitors of VEEV TC-83 cytopathic effect, confirmation, Vero cells (AID 588727) | Vero cells, VEEV TC-83 cytopathic effect inhibition; higher % means a stronger effect | inhibition, % at 20 µM; hits with a dose series show IC50 in µM | 350,000 compounds, 0.13% hits; in the data active means a potency from the dose series; inconclusive means inhibition mostly from about 14% at the one dose, without a potency; inactive means the rest, 99 in 100 with inhibition below about 12%; further: strong numbers were not always called active
M. tuberculosis = growth inhibition of non-replicating M. tuberculosis (AID 488890) | Mycobacterium tuberculosis non-replicating, growth inhibition; higher % means a stronger effect | one-dose inhibition, % at 25 µM; IC50 in µM for titrated hits | 320,000 compounds, 0.39% hits; in the data active means a potency from the dose series; inconclusive means inhibition mostly from about 82% at the one dose, without a potency; inactive means the rest, 99 in 100 with inhibition below about 76%;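 further: plate controls were DMSO cells for no effect and high antibiotic wells for full effect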
influenza NS1A = H1N1 influenza NS1A inhibitors, functional cell based assay (AID 504329) | inhibition, % at 12.5 µM, or IC50 in µM where a hit was titrated | 340,000 compounds, 0.3% hits | NS1A functional cell-based assay, percent inhibition; higher % means a stronger effect; in the data active means a potency from the dose series; inconclusive means inhibition above about 27% without an active follow-up result; further: strong numbers were not always called active
H37Rv inhibition = M. tuberculosis growth inhibition, HTS (AID 449762); M. tuberculosis H37Rv growth inhibition, 7H9 media; higher % means a stronger effect; inhibition, % at 25 µM; hits with a dose series show IC50 in µM; 330,000 compounds, 0.59% hits; in the data active means a potency from the dose series; inconclusive means inhibition above about 70% without an active follow-up result;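 further: bacterial growth assessed after seven days of incubation; strong numbers were not always called active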
VEEV TC-83 Vero 10K pilot screen = also measured in VEEV TC-83 Vero; calls as there; inhibition, %; measured here: 10K pilot screen inhibition
An asterisk follows results filed as active; i = inactive; ? = inconclusive; · = no result given.

SMILES	Salmonella PhoP GFP	VEEV TC-83 Vero	M. tuberculosis	influenza NS1A	H37Rv inhibition	others
COc1cc(/C=N/NC(=O)c2ccc(NS(=O)(=O)c3cccs3)cc2)cc(OC)c1O	·	8.2%	-4%	0%	5%
COc1ccccc1CNC(=O)CN1C(=O)NC2(CCCCCC2)C1=O	·	9.6%	22%	-9%	-6%
CCOC(=O)c1c(C)[nH]c(C)c1S(=O)(=O)NCCc1sccc1C	-23%	0.0%	13%	4%	-3%
O=C(Cn1cncn1)N/N=C/c1cc([N+](=O)[O-])ccc1O	-149%	i	15%	3.9µM*	1%
COc1ccc(C(=O)CN2CCN(c3cc(C)nc4ccccc34)CC2)cc1	6%	0.8%	11%	·	-15%
CC(C)CC(C)NC(=O)c1ccc(C(F)(F)F)cc1 (stereo unspecified)	-1%	0.4%	75%	12%	3%
O=c1c2ccccc2nnn1Cc1nnc(-c2ccccc2Br)o1	-7%	2.7%	13%	-5%	7%
COC(=O)c1ccc(CN(C(C)=O)c2ccccc2)o1	2%	0.2%	3%	5%	-2%
Cc1ccc(-n2ncc(C(=O)Nc3cc(Cl)ccc3Cl)c2C2CCNCC2)cc1	0%	i	65%	13%	0%
CSc1ccc(CN(C)CC(=O)NC(=O)NCCC2=CCCCC2)cc1	·	1.9%	19%	-1%	3%
Cc1ccc(CN2C(=O)C(CC(C)C)Nc3ncnc(N4CCOCC4)c32)cc1 (stereo unspecified)	·	0.5%	27%	-1%	-3%
CCC1Nc2ncnc(N3CCc4ccccc4C3)c2N(Cc2ccc(Cl)cc2)C1=O (stereo unspecified)	·	3.1%	37%	-10%	-4%
Cc1cc(C)nc(SCCS(=O)(=O)Cc2ccc(Cl)cc2)n1	-4%	3.1%	4%	1%	4%
CN1CCN(S(=O)(=O)c2cccs2)CC1	5%	0.7%	14%	-6%	-9%	VEEV TC-83 Vero 10K pilot screen=0.6
c1ccc2c(c1)[nH]c1c3ccccc3sc21	-5%	0.2%	7%	22%	3%
Cc1ccc(N(C(=O)c2csnn2)C(C(=O)NC2CCCCC2)c2cccnc2)cc1 (stereo unspecified)	5%	i	0%	6%	-2%
Cc1ccc(CNC(=O)C2CCCN(S(=O)(=O)c3c(C)noc3C)C2)cc1 (stereo unspecified)	-7%	0.6%	-28%	1%	-8%
O=C1CC(N2CCN(c3ccc(Cl)cc3)CC2)C(=O)N1c1ccccc1 (stereo unspecified)	4%	0.4%	-5%	-4%	-3%
CCCCCCC(=O)Nc1ccc(Cl)cn1	-7%	2.6%	-8%	8%	-4%
COc1ccc(OC)c(/C=N/NC(=O)c2ccc(=O)[nH]n2)c1	-9%	1.4%	-11%	-16%	4%

Next section; the last six above are carried over.
SMILES	Salmonella PhoP GFP	VEEV TC-83 Vero	M. tuberculosis	influenza NS1A	H37Rv inhibition	others
c1ccc2c(c1)[nH]c1c3ccccc3sc21	-5%	0.2%	7%	22%	3%
Cc1ccc(N(C(=O)c2csnn2)C(C(=O)NC2CCCCC2)c2cccnc2)cc1 (stereo unspecified)	5%	i	0%	6%	-2%
Cc1ccc(CNC(=O)C2CCCN(S(=O)(=O)c3c(C)noc3C)C2)cc1 (stereo unspecified)	-7%	0.6%	-28%	1%	-8%
O=C1CC(N2CCN(c3ccc(Cl)cc3)CC2)C(=O)N1c1ccccc1 (stereo unspecified)	4%	0.4%	-5%	-4%	-3%
CCCCCCC(=O)Nc1ccc(Cl)cn1	-7%	2.6%	-8%	8%	-4%
COc1ccc(OC)c(/C=N/NC(=O)c2ccc(=O)[nH]n2)c1	-9%	1.4%	-11%	-16%	4%
C[C@H](CO)N1C[C@H](C)[C@@H](CN(C)Cc2ccncc2)Oc2c(NC(=O)CCC(F)(F)F)cccc2C1=O	·	0.3%	7%	-6%	0%
Cc1ccnc(NC(=O)C2CC(=O)N(c3ccc4c(c3)OCCO4)C2)c1 (stereo unspecified)	-3%	7.7%	3%	5%	-7%
COC(=O)c1ccccc1NC(=S)NC(=O)COc1ccccc1Cl	-3%	0.9%	-2%	1%	-9%
O=C(Nc1ccc(F)cc1)OC1CN2CCC1CC2 (stereo unspecified)	4%	i	5%	-1%	12%
CCSc1nnc(NC(=O)[C@@H](NC(=O)c2ccc(C(C)(C)C)cc2)C(C)C)s1	1%	0.5%	41%	-3%	?
C#CCOCCOCCOCCNc1nc(N2CCN(C(=O)Cn3cc(CCO)nn3)CC2)nc(N2CCN(C(=O)[C@H](Cc3ccc(O)cc3)n3cc(CCO)nn3)CC2)n1	·	0.6%	·	-5%	·
CC(OC(=O)CCN1C(=O)C2CC=CCC2C1=O)C(=O)Nc1cccc(C#N)c1 (stereo unspecified)	4%	0.3%	-26%	-4%	-6%
O=C(NCCC(NS(=O)(=O)OCC(Cl)(Cl)Cl)c1ccccc1)C(F)(F)F (stereo unspecified)	-7%	2.2%	12%	-13%	5%
COc1ccc2c(CN3CC=C(c4ccccc4)CC3)cc(=O)oc2c1	13%	1.5%	14%	-3%	-5%
O=C(COc1cc([N+](=O)[O-])cc2cccnc12)NCCC1=CCCCC1	3%	2.5%	7%	-6%	3%
CCN(C(=O)COC(=O)c1cc2c(s1)CCC(C)C2)c1c(N)n(Cc2ccccc2)c(=O)[nH]c1=O (stereo unspecified)	·	1.9%	·	-3%	·
Cc1noc(C)c1C(=O)N1CCN(S(=O)(=O)c2ccc(F)cc2)CC1	5%	0.3%	0%	-2%	-4%
CON(C)S(=O)(=O)c1ccc2c(c1)NC(=O)C1CCCN21 (stereo unspecified)	-3%	6.0%	50%	14%	?
Cc1ccc(-c2cc(C(=O)Nc3cc(C(=O)O)ccc3C)c3ccccc3n2)cc1	4%	6.3%	-8%	·	-2%
COc1ccc(C(=O)Nc2cc(-c3ccccc3)nn2-c2ccccc2F)cc1	12%	9.6%	-4%	10%	-5%
CN(C(=O)C1CCC(=O)N(CCCN2CCCC2=O)C1)C(C1CC1)C1CC1 (stereo unspecified)	-1%	0.1%	0%	11%	0%
CCCCN(C)CCC(=O)Nc1ccc2c(c1)CCC2	4%	0.3%	-2%	2%	-8%
Cc1cc(C(=O)NCC(c2ccco2)N(C)C)no1 (stereo unspecified)	0%	0.5%	9%	-4%	7%
CCCCc1ccc(NC(=O)N[C@H](C(=O)O)C(C)CC)cc1 (stereo partly specified)	-2%	0.1%	-6%	-4%	4%
COc1ccc(OC)c(C2CC(=O)OC3=C2C(=O)CC(C)(C)C3)c1 (stereo unspecified)	7%	i	-7%	5%	6%
O=C(Nc1ccccc1C(=O)NCc1cccnc1)c1ccco1	-3%	0.4%	-6%	3%	2%
COc1ccc(CNS(=O)(=O)NCc2ccccc2F)cc1	-3%	i	-12%	-4%	8%
O=C(CSc1nnc(-c2ccccc2)n1Cc1ccccc1)N1CCOCC1	-8%	4.6%	2%	9%	7%
O=C1Nc2ccccc2/C1=C/c1nc2ccccc2c(=O)n1-c1ccc(O)cc1	3%	7.0%	24%	-2%	-7%
CC(=O)c1c(N2CCCC2)[nH]c(-c2ccccc2)nc1=S	-4%	0.2%	-21%	3%	16µM*
O=C(NCc1ccccc1)C(c1cccnc1)N(C(=O)c1csnn1)c1ccccc1 (stereo unspecified)	8%	0.1%	7%	4%	-2%
CC(=O)NNC(=O)c1sc(=S)n(C)c1C	-4%	6.0%	-18%	-24%	1%
O=C(NCCc1ccc(Cl)cc1)C1CCN(c2ncccn2)CC1	1%	0.8%	28%	2%	-1%
Cc1cc2oc(=O)cc(CSc3nc(N)cc(N)n3)c2cc1C(C)C	2%	11%	15%	4%	7%
CC(C)n1ncc2c(C(=O)O)cc(C3CC3)nc21	-8%	1.3%	4%	9%	14%
O=C(CSc1nnc2ccc(-c3ccccn3)nn12)Nc1ccc(F)cc1F	3%	1.7%	-15%	-6%	5%
Cn1c(SCC(=O)NCC2CCCO2)nc2c([nH]c3ccccc32)c1=O (stereo unspecified)	-5%	0.1%	-1%	-15%	-7%
Cc1ccccc1OCC(=O)N/N=C/c1cccc2cccnc12	6%	12%	?	12%	42%
COc1ccc(N2CCN(CCNC(=O)Nc3cccc(C)c3C)CC2)cc1	-4%	i	0%	24%	5%
Cc1ccc(S(=O)(=O)Nc2ccncc2)c(C)c1	7%	0.5%	-17%	3%	-3%
OCc1ccc(-c2ccccc2)c(-c2ccccc2)c1	1%	1.9%	9%	·	58%
COc1ccccc1CNC(=O)c1cc(S(=O)(=O)N2CCCC2)cn1C	-1%	1.8%	6%	-12%	-7%
CCCOc1ccc(C2C(C(=O)c3ccc(C)o3)=C(O)C(=O)N2Cc2ccco2)cc1OCC (stereo unspecified)	-5%	0.6%	42%	20%	-4%
Cc1cccc(-c2noc(CN(C)C(=O)c3ccoc3C)n2)c1	10%	4.2%	23%	4%	-5%
COc1cc2c(cc1OC)C1Cc3ccc(OC)c(OC)c3CN1CC2 (stereo unspecified)	-7%	2.7%	18%	-15%	-1%
COc1ccc(C2=NN(C(=O)c3ccncc3)C(c3ccccc3O)C2)cc1 (stereo unspecified)	7%	6.1%	6%	3%	3%
Cc1ccc(CCNC(=O)C23C[C@H]4C[C@@H](C2)CC(n2nnc(C)n2)(C4)C3)cc1	12%	1.7%	10%	2%	-12%
CCCn1c(C)nc2cc(Cl)c(N3CCN(c4nc(-c5ccc(C)cc5)cs4)CC3)cc21	0%	i	39%	0%	?	VEEV TC-83 Vero 10K pilot screen=0.0
O=C(NCc1cccnc1)c1ccc(Cn2cc(C(F)(F)F)ccc2=O)cc1	4%	0.1%	-17%	-1%	0%
Cc1ccc2oc(=O)c3cc(C(=O)NCCCN4CCCC(C)C4)sc3c2c1 (stereo unspecified)	-13%	44%	3%	10%	-3%
CC1(C)NC(=O)N(CC(=O)Nc2nc(-c3ccc(F)cc3)cs2)C1=O	-4%	2.3%	19%	9%	0%
Cc1ccc(NC(=O)[C@@H]2CCCN2S(=O)(=O)c2ccccc2C(F)(F)F)cc1S(=O)(=O)N1CCOCC1	-8%	0.7%	10%	-2%	-10%
O=C(Nc1cccc(S(=O)(=O)N2CCCCCC2)c1)c1ccc(=O)[nH]c1	·	1.6%	9%	-14%	-6%
NC(=O)c1cc(S(=O)(=O)N2CCCC2)ccc1OCCOc1ccccc1F	·	0.7%	·	-15%	·
Fc1ccc(Sc2ccccc2CNC2=NCCN2)cc1	-9%	1.3%	15%	-2%	1%
COC(=O)C(CC(C)C)NC(=O)C(N)Cc1ccccc1 (stereo unspecified)	-4%	4.5%	4%	2%	-1%
O=C(COc1cccc(F)c1)N1c2ccccc2Sc2ccccc21	0%	1.0%	-7%	25%	-10%
CN1CCC(OC(=O)COc2ccccc2)CC1	4%	2.0%	-10%	1%	-4%
Cc1ccc([C@@H]2[C@@H]3C(=O)N(C)C(=O)[C@@H]3[C@]3(Cc4ccccc4)C(=O)N(Cc4ccccc4)CC(=O)N23)o1	9%	i	14%	-1%	2%	VEEV TC-83 Vero 10K pilot screen=1.0
O=C(CSc1nnc(NC(=O)c2ccccc2Cl)s1)Nc1ccc2c(c1)oc1ccccc12	-6%	·	14%	·	?
CCOC(=O)NC(Nc1cc(C)ccn1)(C(F)(F)F)C(F)(F)F	6%	1.0%	-16%	-28%	-7%
COc1ccc(NC(=O)c2cccc(OC(F)F)c2)cc1Cl	0%	0.8%	35%	10%	5%
COc1ccc(-n2c(C)cc(C(=O)CCl)c2C)cc1	8%	2.0%	?	6%	?
CCCCNC(=O)COC(=O)c1ccc(Cl)c(S(=O)(=O)N2CCCC2)c1	-11%	2.2%	5%	7%	7%
O=C(c1ccco1)N1CCCN(Cc2cn[nH]c2-c2ccc(-c3ccccc3)cc2)CC1	8%	6.1%	8%	-2%	-3%

The list continues.
SMILES	Salmonella PhoP GFP	VEEV TC-83 Vero	M. tuberculosis	influenza NS1A	H37Rv inhibition	others
O=C(O)/C=C/C(=O)Nc1ccc(Oc2ncnc3cc(Cl)ccc23)nc1	-3%	·	-2%	·	6%
COc1ccc(C(=S)N2CCCC2)cc1	-13%	2.0%	-35%	11%	-9%
CC(C)(C)OC(=O)N1CCC(CNC(=O)Nc2ccccc2)CC1	8%	2.3%	6%	-1%	-1%
CN(c1ccccc1C(=O)N1CCCC1)S(C)(=O)=O	-14%	0.4%	1%	0%	11%
CCn1c(=O)c2cc(C(=O)NCCN(C)C)sc2c2ccccc21	2%	0.3%	26%	1%	2%
COc1ccc(C(=O)/C=C/Nc2ccc(S(=O)(=O)Nc3ncccn3)cc2)cc1	13%	·	18%	·	7%

Rows are unselected. Share with any hit: about 1.6%.
